From PubChem
NOD1 inhibition = NOD1 signaling inhibitors, primary screen, cell-based, luminescence, uHTS (AID 1578); one-dose inhibition, % at 4 µM; EC50 in µM for titrated hits; NOD1-driven NF-kB luciferase reporter cells, luminescence; higher % means a stronger effect; hit rate 1% among 290,000; in the data active = inhibition mostly above about 36%, no sharp cut-off; inactive = mostly below about 34%;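 also: HEK-293T reporter cells stimulated with the NOD1 agonist gamma-tri-DAP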
HIV fusion peptide = inhibitors of HIV fusion peptide binding, primary screen, biochemical, uHTS, fluorescence dequenching (AID 1986); one-dose inhibition, % at 20 µM; IC50 in µM for titrated hits; hit rate 0.3% among 290,000; cell-free peptide binding, fluorescence dequenching, 30 min; higher % means a stronger effect; in the data active = inhibition mostly above about 52%, no sharp cut-off; inactive = mostly below about 76%; also: some results filed as inactive read as strong as hits
GPR55 LPI antagonism = GPR55 antagonists blocking LPI-driven arrestin recruitment, primary screen, imaging, U2OS, beta-arrestin-GFP, LPI agonist (AID 2013). U2OS GPR55 beta-arrestin-GFP translocation imaging, LPI antagonism; higher % means a stronger effect. hit rate 0.13% among 290,000. inhibition, % at 10 µM, or IC50 in µM where a hit was titrated;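 active = spots per cell inhibited over 60%, with over 100 cells counted and total cytoplasm intensity under 500,000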;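 also: U2OS cells stably carrying GPR55 and arrestin-GFP stimulated by 5 µM LPI near EC80; imaged beta-arrestin-GFP aggregate spots per cell after agonist stimulation; plate controls were LPI-stimulated DMSO wells for no effect and DMSO wells without LPI for full effect; some results filed as inactive read as strong as hits; confirmed hits need IC50 under 10 µM and bright autofluorescent wells are also inconclusive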
KOR beta-arrestin-1 = KOR antagonists, beta-arrestin recruitment, cell-based, luminescence, uHTS (AID 1778); KOR beta-arrestin recruitment, luminescence, antagonist mode; higher % means a stronger effect; inhibition, % at 10 µM, or IC50 in µM where a hit was titrated; hit rate 0.091% among 290,000; in the data active = inhibition above about 50%; also: strong numbers were not always called active
GPR55 beta-arrestin = GPR55 agonists via beta-arrestin recruitment, primary screen, imaging, U2OS cells, beta-arrestin-GFP redistribution (AID 1961) | hit rate 0.048% among 290,000 | activation, % at 10 µM, or EC50 in µM where a hit was titrated | U2OS GPR55 beta-arrestin-GFP redistribution imaging; higher % means a stronger effect;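 active = activation above 40% with more than 50 cells counted in the well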;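 also: U2OS osteosarcoma cells stably expressing GPR55 and beta-arrestin-GFP; plate controls were DMSO negative control for no effect and LPI positive control for full effect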
AID2073 = disruptors of CaV2.2 binding to Mint1 – biochemical, HTRF (AID 2073); HTRF protein-protein interaction, Mint1-CaV2.2; higher % means a stronger effect; inhibition, % at 20 µM; hits with a dose series show IC50 in µM; hit rate 0.19% among 290,000; in the data active = inhibition mostly above about 51%, no sharp cut-off; also: some results filed as inactive read as strong as hits
KOR beta-arrestin-2 = KOR agonists, beta-arrestin recruitment, primary screen, cell-based, luminescence, uHTS (AID 1777) | KOR beta-arrestin recruitment, luminescence; higher % means a stronger effect | hit rate 0.02% among 280,000 | one-dose activation, % at 10 µM; EC50 in µM for titrated hits; in the data active = activation above about 50%, passing the limit was not always enough; also: a part of the inactive calls stands beside numbers as strong as those of hits
SIAH1 antagonists = blockers of Siah-1 interaction with plectin peptide – biochemical, fluorescence polarization, rhodamine-plectin, uHTS, primary screen (AID 1817); Siah-1 / rhodamine-plectin peptide fluorescence polarization; higher % means a stronger effect; displacement, % at 20 µM, or IC50 in µM where a hit was titrated; hit rate 0.02% among 290,000;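 active = displacement of at least 50% at 20 µM, with a fluorescence ratio check between 0.3 and a set limit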;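 also: plate controls were Siah plus tracer with DMSO for no effect and tracer alone without Siah for full effect; strong numbers were not always called active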
GPR35 arrestin U2OS = inhibition of zaprinast-stimulated GPR35 beta-arrestin translocation – imaging, U2OS, beta-arrestin-GFP, zaprinast agonist, primary screen (AID 2058); U2OS GPR35 beta-arrestin-GFP translocation imaging, zaprinast antagonism; higher % means a stronger effect; inhibition, % at 10 µM; hits with a dose series show IC50 in µM; hit rate 0.052% among 290,000;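 active = inhibition of at least 50% with at least 30 cells and total cytoplasm GFP at most 10,000,000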
An asterisk follows results filed as active; nt = not tested or not shown; [ ] = another dose, or the depositor's remark. Some of the compounds tested (hit frequency here may not be typical).

cpd	NOD1 inhibition	HIV fusion peptide	GPR55 LPI antagonism	KOR beta-arrestin-1	GPR55 beta-arrestin	AID2073	KOR beta-arrestin-2	SIAH1 antagonists	GPR35 arrestin U2OS	structure
1	-3%	-2.1%	14%	9%	-0.1%	-6%	0.7%	1%	10%	CC(C)n1nnnc1SCC(=O)c1ccc2c(c1)OCCO2
2	-30%	-0.2%	3%	-2%	-0.2%	2%	-4.5%	5%	13%	C=CCOC(=O)C1=C(C)NC(=O)NC1c1ccc(N(C)C)cc1 (configuration not stated)
3	-18%	-0.2%	7%	-14%	0.1%	13%	-1.8%	8%	-10%	Cc1cccc(C)c1C(=O)N[C@@H](Cc1ccccc1)C(=O)O
4	-6%	6.7%	-9%	-42%	-0.2%	9%	4.9%	7%	-35%	COc1cccc(C2CC(c3cccs3)=NN2C(=O)CSc2nc3c(cnn3-c3ccc(F)cc3)c(=O)[nH]2)c1OC (configuration not stated)
5	-7%	2.6%	18%	-32%	-0.1%	-4%	2.9%	-1%	-7%	COC(=O)C1C(=O)NCC1c1ccccc1 (configuration not stated)
6	22%	-1.6%	7%	2%	-0.1%	-8%	12%	0%	14%	Cc1c(NC(=O)Cn2ccc([N+](=O)[O-])n2)c(=O)n(-c2ccccc2)n1C
7	-1%	0.8%	9%	1%	-0.2%	-3%	0.4%	-1%	-5%	CCc1cccc(C)c1NC(=O)c1ccc(CN2CCc3ccccc3C2)cc1
8	-42%	-1.0%	16%	6%	-0.1%	-2%	-0.7%	9%	4%	O=C1NCCN1CCNS(=O)(=O)c1cc(C(F)(F)F)cc(C(F)(F)F)c1
9	-8%	-0.5%	10%	27%	-0.1%	17%	-3.2%	15%	-4%	CCc1ccc(Nc2ncnc3nc[nH]c23)cc1
10	-20%	-0.6%	22%	6%	-0.2%	18%	-3.2%	-2%	-11%	C#CCOCCOCCOCCNc1nc(N2CCN(C(=O)[C@H](Cc3cc4ccccc4[nH]3)n3cc([C@@H](N)C(C)CC)nn3)CC2)nc(N2CCN(C(=O)[C@H](CCCCN)n3cc([C@@H](N)CC(C)C)nn3)CC2)n1 (some centres not stated)
11	6%	12%	2%	6%	0.0%	19%	-4.0%	-5%	20%	Nc1ccc(-c2nc3ccccc3o2)cc1
12	-10%	0.1%	9%	-5%	-0.3%	-1%	14%	5%	2%	O=C(NCc1nc2ncc(Br)cc2[nH]1)c1ccccc1
13	29%	0.8%	-3%	-36%	-0.2%	18%	6.1%	-2%	0%	CNS(=O)(=O)c1ccc(NC(=O)c2cc(-c3ccncc3)nc3ccc(Cl)cc23)cc1
14	-6%	3.4%	-2%	-40%	-0.1%	12%	0.4%	0%	5%	CCCCOC(=O)C1CCCC(C)N1 (configuration not stated)
15	-28%	0.7%	-2%	8%	-0.1%	11%	-5.7%	-4%	15%	CCOC(=O)N1CCN(C(=S)NC(=O)c2c(-c3c(Cl)cccc3Cl)noc2C)CC1
16	-13%	-1.3%	7%	3%	1.0%	-2%	-5.0%	0%	8%	Cc1nc(Cl)cc(CS(=O)(=O)c2ccc(Cl)cc2)n1
17	9%	10%	7%	-35%	0.1%	-2%	-0.6%	2%	3%	O=C1CCCCCN1CP(=O)(O)CN1CCOCC1
18	-27%	1.0%	5%	4%	0.4%	6%	-1.2%	13%	-2%	COc1ccc(Br)cc1S(=O)(=O)Nc1ncn[nH]1
19	-9%	1.0%	0%	-2%	0.2%	1%	-5.1%	-2%	5%	CCOC(=O)c1nc(NCc2cccc(OC)c2)c2ccccc2n1
20	-13%	-0.8%	6%	-1%	0.5%	7%	3.7%	-1%	-9%	C/C(=N/NC(=O)CSc1nc2ccccc2s1)c1ccncc1

A draw from above in order of length of the SMILES, high to low:
cpd	NOD1 inhibition	HIV fusion peptide	GPR55 LPI antagonism	KOR beta-arrestin-1	GPR55 beta-arrestin	AID2073	KOR beta-arrestin-2	SIAH1 antagonists	GPR35 arrestin U2OS	structure
10	-20%	-0.6%	22%	6%	-0.2%	18%	-3.2%	-2%	-11%	C#CCOCCOCCOCCNc1nc(N2CCN(C(=O)[C@H](Cc3cc4ccccc4[nH]3)n3cc([C@@H](N)C(C)CC)nn3)CC2)nc(N2CCN(C(=O)[C@H](CCCCN)n3cc([C@@H](N)CC(C)C)nn3)CC2)n1 (some centres not stated)
13	29%	0.8%	-3%	-36%	-0.2%	18%	6.1%	-2%	0%	CNS(=O)(=O)c1ccc(NC(=O)c2cc(-c3ccncc3)nc3ccc(Cl)cc23)cc1
6	22%	-1.6%	7%	2%	-0.1%	-8%	12%	0%	14%	Cc1c(NC(=O)Cn2ccc([N+](=O)[O-])n2)c(=O)n(-c2ccccc2)n1C
8	-42%	-1.0%	16%	6%	-0.1%	-2%	-0.7%	9%	4%	O=C1NCCN1CCNS(=O)(=O)c1cc(C(F)(F)F)cc(C(F)(F)F)c1
7	-1%	0.8%	9%	1%	-0.2%	-3%	0.4%	-1%	-5%	CCc1cccc(C)c1NC(=O)c1ccc(CN2CCc3ccccc3C2)cc1
19	-9%	1.0%	0%	-2%	0.2%	1%	-5.1%	-2%	5%	CCOC(=O)c1nc(NCc2cccc(OC)c2)c2ccccc2n1
20	-13%	-0.8%	6%	-1%	0.5%	7%	3.7%	-1%	-9%	C/C(=N/NC(=O)CSc1nc2ccccc2s1)c1ccncc1
12	-10%	0.1%	9%	-5%	-0.3%	-1%	14%	5%	2%	O=C(NCc1nc2ncc(Br)cc2[nH]1)c1ccccc1
18	-27%	1.0%	5%	4%	0.4%	6%	-1.2%	13%	-2%	COc1ccc(Br)cc1S(=O)(=O)Nc1ncn[nH]1
9	-8%	-0.5%	10%	27%	-0.1%	17%	-3.2%	15%	-4%	CCc1ccc(Nc2ncnc3nc[nH]c23)cc1
11	6%	12%	2%	6%	0.0%	19%	-4.0%	-5%	20%	Nc1ccc(-c2nc3ccccc3o2)cc1
14	-6%	3.4%	-2%	-40%	-0.1%	12%	0.4%	0%	5%	CCCCOC(=O)C1CCCC(C)N1 (configuration not stated)

Compound profiles, from the list above.
CCOC(=O)N1CCN(C(=S)NC(=O)c2c(-c3c(Cl)cccc3Cl)noc2C)CC1 is listed with NOD1 inhibition: -28%; HIV fusion peptide: 0.7%; GPR55 LPI antagonism: -2%; KOR beta-arrestin-1: 8%; GPR55 beta-arrestin: -0.1%; AID2073: 11%; KOR beta-arrestin-2: -5.7%; SIAH1 antagonists: -4%; GPR35 arrestin U2OS: 15%
CCOC(=O)c1nc(NCc2cccc(OC)c2)c2ccccc2n1 is listed with NOD1 inhibition: -9%; HIV fusion peptide: 1.0%; GPR55 LPI antagonism: 0%; KOR beta-arrestin-1: -2%; GPR55 beta-arrestin: 0.2%; AID2073: 1%; KOR beta-arrestin-2: -5.1%; SIAH1 antagonists: -2%; GPR35 arrestin U2OS: 5%

Other records
cpd	NOD1 inhibition	HIV fusion peptide	GPR55 LPI antagonism	KOR beta-arrestin-1	GPR55 beta-arrestin	AID2073	KOR beta-arrestin-2	SIAH1 antagonists	GPR35 arrestin U2OS	structure
21	-2%	-1.2%	1%	16%[20 µM]	-0.1%	-11%	-5.0%	-10%	17%	Cc1ccccc1NC(=O)C1CC(=O)OC12CCOC(C)(C)C2 (configuration not stated)
22	1%	-3.2%	-5%	9%	-0.1%	-26%	2.9%	2%	-3%	CCCNC(=S)N1CCC(c2nc3cc(C)c(C)cc3[nH]2)CC1
23	3%	-0.6%	3%	27%	0.3%	12%	-4.7%	5%	6%	O=C(COc1nc2ccccc2nc1N1CCOCC1)Nc1cccc(S(=O)(=O)N2CCCCC2)c1
24	-17%	-0.2%	2%	-27%	0.2%	1%	1.7%	0%	7%	CO/N=C/C(=N\Nc1ccc(OC)cc1)C(=O)c1ccc(OC)cc1
25	-1%	0.0%	6%	-6%	0.2%	5%	-3.5%	0%	12%	O=C(CSc1nnnn1C1CCCC1)N1CCCCC1
26	-18%	1.5%	7%	7%[20 µM]	-0.1%	-11%	-11%	2%	-1%	Cc1cc(C)c2c(NC(=S)Nc3ccccc3)n[nH]c2n1
27	-18%	0.3%	4%	10%	-0.4%	12%	-5.8%	2%	-5%	CC1CC1C(=O)Nc1cc(S(=O)(=O)N2CCOCC2)ccc1N1CCCC1 (configuration not stated)
28	-2%	-1.8%	-1%	-29%	-0.1%	9%	11%	-4%	-10%	CCCCn1c(SCc2nc(N)nc(Nc3ccccc3C)n2)nc2ccccc2c1=O
29	-8%	-2.0%	4%	-25%	0.0%	17%	-5.9%	10%	1%	COc1cccc(C(=O)COc2ccc3c(C)cc(=O)oc3c2)c1
30	1%	-2.3%	7%	-31%	0.6%	-6%	3.0%	-1%	7%	O=C1C2C3CCC(C3NCc3ccccc3)C2C(=O)N1Cc1ccccc1 (configuration not stated)
31	2%	-2.1%	30%	24%	-0.4%	5%	7.4%	18%	0%	CS(=O)(=O)Nc1cccc(C2=NN(C(=O)c3ccccc3Cl)C(c3ccccc3O)C2)c1 (configuration not stated)
32	-9%	-0.4%	8%	2%	-0.1%	5%	-4.6%	-3%	-1%	COc1cccc(NC(=O)CC2COc3ccccc3O2)c1 (configuration not stated)
33	-11%	-0.9%	-4%	-2%[20 µM]	0.2%	-8%	nt	-1%	16%	c1ccc(C2=NNC(c3ccco3)=Nc3ccccc32)cc1
34	-30%	0.1%	8%	-2%[20 µM]	0.6%	-3%	nt	2%	8%	CCCN(Cc1nc(-c2ccc(Cl)cc2)no1)CC1CCCO1 (configuration not stated)
35	-4%	2.6%	2%	-11%	-0.1%	19%	-1.7%	2%	-1%	COc1ccccc1-c1nnc(SCC(=O)Nc2ccc(S(N)(=O)=O)cc2)n1C
36	-22%	1.1%	1%	-23%	-0.1%	-8%	2.0%	-3%	-2%	O=C(CSc1ccsc1[N+](=O)[O-])NCCc1ccc(Cl)cc1
37	-16%	2.9%	-8%	nt	-0.2%	-14%	nt	4%	2%	CCC(C(=O)NC1CCCCC1)n1c(SCc2ccc(F)cc2)nc2ccncc21 (configuration not stated)
38	-10%	5.3%	2%	-56%[20 µM]	-0.1%	21%	nt	-2%	19%	COc1ccc2c(c1)C=C(CN1CCC(CO)(CCc3ccccc3)CC1)CO2
39	16%	-3.3%	-9%	-8%	0.0%	8%	-5.0%	2%	3%	CC(C)Oc1ccc(N2CC(C(=O)Nc3ccc(N4CCOCC4)cc3)CC2=O)cc1 (configuration not stated)
40	-21%	2.5%	6%	0%	0.1%	8%	-0.5%	18%	12%	O=C(O)CCC(=O)NNC(=O)c1cccs1
41	7%	-2.0%	-2%	12%	-0.1%	24%	-3.4%	-1%	1%	CCCCNc1oc(-c2ccc(OC)cc2)nc1S(=O)(=O)c1ccccc1
42	-6%	2.5%	-6%	-28%	-0.1%	-2%	-2.8%	1%	6%	Cc1nn(C)c(C)c1NS(=O)(=O)c1ccccc1
43	-29%	-2.0%	1%	nt	-0.2%	-2%	-2.2%	3%	-5%	COc1ccc(NC(=S)NCC(O)c2ccccc2)c(OC)c1 (configuration not stated)
